Myeloid diff MLP = promotes myeloid progenitor differentiation. 360,000 tested, 1% active. ER-HoxA9 myeloid progenitors, lysozyme-GFP differentiation, flow cytometry. calls only at 10 µM;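 active = normalized GFP-positive differentiation at or above the plate's own cutoff, the solvent-only control mean plus 3 SD; inconclusive = no clear call, values can overlap the other calls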;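 note: cells exposed to compound for four days before flow analysis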
RSV antiviral HEp-2 = RSV antiviral activity via CPE protection, HEp-2 cells, primary 10 µM value included (AID 2391) | HEp-2 cells, RSV-induced CPE inhibition; higher % means a stronger effect | one-dose CPE inhibition, % at 10 µM; IC50 in µM for titrated hits | 310,000 tested, 0.13% active; in the data active = a potency from the dose series; inconclusive = CPE inhibition mostly from about 23% at the one dose, without a potency; inactive = the rest, 99 in 100 with CPE inhibition below about 21%; note: strong numbers were not always called active
SV40 large T antigen = TAg ATPase/helicase activity blockers – biochemical (AID 1903). SV40 large T antigen ATPase/helicase inhibition assay; higher % means a stronger effect. inhibition, % at 20 µM; hits with a dose series show IC50 in µM. 310,000 tested, 0.39% active; in the data active = a potency from the dose series; inconclusive = inhibition mostly from about 32% at the one dose, without a potency; inactive = the rest, 99 in 100 with inhibition below about 32%; note: strong numbers were not always called active
West Nile antiviral = West Nile virus antiviral activity, cell-based, CPE readout (AID 1621); West Nile virus-infected cells, CPE inhibition; higher % means a stronger effect; CPE inhibition, % at 10 µM, or IC50 in µM where a hit was titrated; 290,000 tested, 0.02% active; in the data active = a potency from the dose series; inconclusive = CPE inhibition mostly from about 3.7% at the one dose, without a potency; inactive = the rest, 99 in 100 with CPE inhibition below about 2.2%; note: strong numbers were not always called active
MgcRacGAP inhibition = MgcRacGAP GTPase-activating activity inhibitors, confirmation, biochemical, ADP Hunter fluorescence; MgcRacGAP-stimulated Rac1 GTP hydrolysis, ADP Hunter fluorescence; higher % means a stronger effect; GST-tagged Rac1 F28L mutant substrate; one-dose inhibition, % at 30 µM; IC50 in µM for titrated hits; 340,000 tested, 0.6% active; AID 624330;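 active = first-screen hits whose inhibition reached a set limit at any dose in the follow-up dose series; inconclusive = inhibition above the set first-screen limit but never retested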;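 note: fluorescence reports GDP produced by GAP-driven GTP hydrolysis; strong numbers were not always called active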
PhoP inhibition = inhibitors of PhoP regulon expression, primary screen, Salmonella Typhimurium, GFP reporter (AID 1863). S. Typhimurium PhoP-regulated promoter GFP reporter, 4 h; higher % means a stronger effect. one-dose inhibition, % at 50 µM; IC50 in µM for titrated hits. 300,000 tested, 0.16% active;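 active = inhibition over 29.93%, a cutoff 3 SD above the screen mean, later confirmed by dose response; inconclusive = inhibition over 29.93% but no dose response follow-up; inactive = inhibition at most 29.93% or unconfirmed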;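 note: 0% = low Mg2+ inducing control and 100% = high Mg2+ repressing control; strong numbers were not always called active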
bCat nuc transl = alters nuclear translocation of beta-catenin in HeLa cells | 190,000 tested, 0.3% active | nuclear translocation activity, % at 5 µM | immunofluorescence imaging | AID 1665;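 active = nuclear translocation activity above 50% at 5 µM, with a well cell count of 50 or more; inconclusive = wells under 50 cells across six images, flagged as toxic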;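 note: per-cell ratio of nuclear to cytoplasmic median beta-catenin stain intensity; plate controls were DMSO negative control for no effect and GSK-3 inhibitor IX positive control for full effect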
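Test system: human HeLa cells, native beta-catenin. Compound dosing: 5 µM primary single dose, 0.1% DMSO, 0.02–20 µM confirmation series. Incubation: compound exposure 24 h at 37°C. Detection: beta-catenin immunostaining with DAPI counterstain, 20x imaging, 6 fields/well. Read-out basis: Nuclear/cytoplasmic beta-catenin signal ratio, % activation.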
T cell HTS = modulates CD8 T cell binding to vesicles; 2C CD8+ T cell-vesicle binding, flow cytometry; stronger effect = lower value; calls only at 7 µM; 330,000 tested, 0.068% active;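 active = response, share of CD8 T cells binding vesicles, and their 90th percentile fluorescence all below set limits, cut at about 80% in these data, passing the limit was not always enough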
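Material: 2C TCR transgenic mouse naive CD8+ T cells, MACS-purified. Also added: QL9-charged Drosophila Ld/ICAM-1/B7-1 vesicles. Timing: binding 1.5 h at 37 °C. Measured by: high-throughput flow cytometry with anti-B7-1 and anti-CD8 staining. Read-out: percent CD8+ FL2 mean versus row control. Controls: Unloaded micro-vesicles (low), QL9 vesicles with 0.7% DMSO (high).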
WT yeast gro inh = growth inhibition of WT yeast, mitochondrial fusion screen; 190,000 tested, 2.1% active; AID 1362; inhibition, % at 10 µM; mitochondrial fusion phenotypic screen, WT strain; in the data active = inhibition above about 58%; tested in S. cerevisiae
WT yeast gro inh mutant strain = also measured in WT yeast gro inh; calls as there; inhibition, %; mitochondrial fusion phenotypic screen, mutant strain inhibition
bCat nuc transl cell count 5 µM = second read-out of bCat nuc transl, no call of its own (marks repeat the call); cell count; measured here: cell count, cytotoxicity flag
T cell HTS vesicle-bound % = also measured in T cell HTS; calls as there; double positive events, %; measured here: CD8+ vesicle-bound cell fraction;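 binding gate set so that unloaded-vesicle control wells show 10% double positive cells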
Myeloid diff MLP GFP+ MAC1+ % = recorded beside Myeloid diff MLP, whose call it bears; GFP+ MAC1+ double positive, %; measured here: differentiation confirmed by MAC1 staining
Active calls of the source: *; i = inactive; ? = inconclusive; / = no result given; + = active, no number.

Each structure is followed by: Myeloid diff MLP	Myeloid diff MLP GFP+ MAC1+ %	RSV antiviral HEp-2	SV40 large T antigen	West Nile antiviral	MgcRacGAP inhibition	PhoP inhibition	bCat nuc transl	bCat nuc transl cell count 5 µM	T cell HTS	T cell HTS vesicle-bound %	WT yeast gro inh	WT yeast gro inh mutant strain
- Clc1ccc(-n2nnc(-c3cccnc3)n2)cc1Cl
    +	8.3*	3.5%	6%	-0.7%	9%	-8%	-2.1	1144	i	18	19	15
- COc1ccc(N(CC(=O)NC(C)(C)C)S(=O)(=O)c2ccccc2)cc1OC
    i	2.1	0.6%	2%	-0.3%	-1%	0%	-0.2	1193	i	24	1	-4
- O=C1Cc2cc(S(=O)(=O)NCc3ccccc3Cl)cc3c2N1CCC3
    i	0.0	1.7%	8%	0.6%	10%	4%	/	/	i	9	/	/
- Cc1n[nH]c(C)c1CCc1nc2c3ccccc3nc(SCC(=O)Nc3ccccc3F)n2n1
    i	0.6	1.6%	7%	2.4%	9%	-17%	/	/	i	18	3	17
- O=[N+]([O-])c1ccccc1NCCNS(=O)(=O)c1ccc(Cl)cc1
    i	0.6	2.3%	16%	-0.6%	9%	4%	-2.7	1168	i	42	-3	-14
- CCN(C(=O)COC(=O)c1ccccc1NCCO)C1CCS(=O)(=O)C1 (stereo unspecified)
    i	0.6	0.1%	26%	/	10%	-4%	/	/	i	37	/	/
- NC(=O)N[C@@H](Cc1c[nH]c2ccccc12)C(=O)OCC(=O)N1CCCCC1
    i	0.1	-0.9%	-5%	?	-3%	0%	-0.7	1008	i	31	12	9
- CC(=O)Nc1cc[n+](C(C)C(=O)c2ccc(Cl)cc2)cc1 (stereo unspecified)
    i	0.6	-0.9%	10%	0.3%	5%	-9%	-2.1	1111	i	35	0	-2
- Cc1ccc2[nH]c(=O)c(CN(Cc3ccccc3Cl)C(=O)N3CCOCC3)cc2c1
    i	1.4	1.0%	11%	0.8%	-2%	7%	1.2	1291	i	24	17	21
- Cc1ccc(S(=O)(=O)N2CC=C(c3c(C)n(C)c4ccccc34)CC2)cc1
    i	0.7	2.3%	-3%	-0.7%	6%	4%	4.7	1129	i	13	0	-17

Other results.
Each structure is followed by: Myeloid diff MLP	Myeloid diff MLP GFP+ MAC1+ %	RSV antiviral HEp-2	SV40 large T antigen	West Nile antiviral	MgcRacGAP inhibition	PhoP inhibition	bCat nuc transl	bCat nuc transl cell count 5 µM	T cell HTS	T cell HTS vesicle-bound %	WT yeast gro inh	WT yeast gro inh mutant strain
- O=C(CN1C(=O)NC2(CCCCC2)C1=O)Oc1ccc2ccc(=O)oc2c1
    i	0.7	0.2%	/	/	7%	/	/	/	i	34	/	/
- O=C(NC(=S)Nc1nc(-c2ccccc2)cs1)c1ccco1
    i	0.5	3.6%	-4%	-0.8%	5%	-6%	-3.9	990	i	54	5	12
- CCOC(=O)C[C@H]1c2cc(F)ccc2S(=O)(=O)N1C1CCCC1
    i	1.6	1.2%	11%	-0.2%	10%	0%	/	/	i	25	/	/
- O=C(/C=C/c1ccc2c(c1)OCCCO2)c1ccc2ccccc2c1O
    i	0.6	45%	13%	-0.2%	8%	-4%	-0.5	578	i	48	-3	9
- O=C(c1ccccc1)N1CCN(C(=O)c2cccnc2)CC1
    +	0.5*	0.6%	10%	0.5%	13%	-2%	/	/	i	55	/	/
- Cc1nc(S(=O)(=O)N2CCN(C3c4ccccc4-c4ccccc43)CC2)cn1C
    i	0.3	1.8%	6%	-0.6%	/	-6%	-0.9	1157	i	60	/	/
- Cc1cc(NC(=O)/C=C/C(=O)N(CC(=O)NC2CCCC2)c2ccc(F)cc2)no1
    i	0.2	3.9%	0%	-1.0%	-3%	-5%	0.5	1553	i	28	-3	2
- O=C(NCCn1cc(SCc2ccccc2)c2ccccc21)c1ccccc1F
    i	3.2	13%	2%	0.6%	6%	4%	-2.0	503	i	20	38	-3
- Cc1ccc(OCCOCCNC(C)(C)C)c([N+](=O)[O-])c1
    i	1.1	3.1%	1%	-0.5%	30%	13%	1.1	844	i	39	-14	-2
- COc1ccc(-c2n[nH]c(=S)n2-c2ccc(Br)cc2)cc1OC
    i	0.5	0.8%	0%	0.6%	5%	-2%	/	/	i	60	/	/

Carrying on:
Each structure is followed by: Myeloid diff MLP	Myeloid diff MLP GFP+ MAC1+ %	RSV antiviral HEp-2	SV40 large T antigen	West Nile antiviral	MgcRacGAP inhibition	PhoP inhibition	bCat nuc transl	bCat nuc transl cell count 5 µM	T cell HTS	T cell HTS vesicle-bound %	WT yeast gro inh	WT yeast gro inh mutant strain
- COc1cc(/C=C/C(=O)O)cc(S(=O)(=O)NCCCO)c1OC
    i	2.0	1.3%	5%	/	5%	-3%	1.4	1325	i	57	-8	7
- CSc1nc2c(c(-c3ccc(O)cc3)c1C#N)CCC2
    i	0.8	1.3%	0%	0.0%	-1%	2%	/	/	i	28	2	1
- COc1ccccc1-n1cnc2cc(C(=O)NCC3CCCO3)ccc21 (stereo unspecified)
    i	0.9	1.1%	-1%	-0.1%	16%	-5%	-0.7	1073	i	3	-8	-2
- COc1ccc(C(=O)NCCCNC(=O)c2cccnc2)cc1Br
    i	0.8	1.6%	14%	-0.1%	10%	0%	/	/	i	18	/	/
- O=C(O)C(Cc1c[nH]c2ccccc12)NS(=O)(=O)c1cccc2nsnc12 (stereo unspecified)
    i	0.5	1.9%	9%	-0.4%	7%	-3%	-0.7	1022	i	43	-15	17
- CCOc1ccccc1N(C(=O)Cn1nnnc1-c1ccc(C)o1)C(CC)C(=O)NC(C)(C)C (stereo unspecified)
    i	1.4	5.3%	3%	-1.4%	8%	-8%	0.5	1074	i	28	4	-1
- O=C(O)CCC(=O)Nc1ccccc1Oc1ccccc1
    i	0.2	-1.5%	-4%	0.2%	0%	-6%	-2.7	1007	i	60	9	0
- Cc1cc(S(=O)(=O)n2cnc3ccccc32)c(C)cc1Cl
    i	0.6	1.9%	-6%	0.2%	9%	10%	/	/	i	46	16	15
- Cc1ccc(C(=O)NCCNC(=O)COc2ccccc2Cl)cn1
    i	0.7	1.3%	0%	0.2%	1%	9%	/	/	i	14	/	/
- CCNC(=O)C(=O)NCC1OCCCN1S(=O)(=O)c1ccc(F)cc1C (stereo unspecified)
    ?	/	0.1%	-7%	-0.1%	3%	11%	/	/	i	40	/	/

Further results follow:
Each structure is followed by: Myeloid diff MLP	Myeloid diff MLP GFP+ MAC1+ %	RSV antiviral HEp-2	SV40 large T antigen	West Nile antiviral	MgcRacGAP inhibition	PhoP inhibition	bCat nuc transl	bCat nuc transl cell count 5 µM	T cell HTS	T cell HTS vesicle-bound %	WT yeast gro inh	WT yeast gro inh mutant strain
- COc1ccc(-c2c(=O)n(OCc3ccccc3[N+](=O)[O-])c3ccccc3[n+]2[O-])c(OC)c1
    i	0.0	-0.6%	2%	-0.6%	2%	-7%	-2.9	1149	i	64	-5	-3
- CCc1cc2c(SCC(=O)c3ccc(C)cc3)ncnc2s1
    i	2.3	3.4%	7%	-0.4%	4%	3%	/	/	i	28	-13	3
- COc1ccc(C2c3c(ncn(CCCN4CCOCC4)c3=N)Oc3ccc4ccccc4c32)cc1OC (stereo unspecified)
    i	0.0	/	22%	-1.6%	11%	2%	1.1	1179	i	21	/	/
- Cn1nnnc1SCC(=O)Nc1ccccc1Cl
    i	0.5	2.5%	17%	0.2%	7%	3%	-3.3	1043	i	56	/	/
- CCN(CC)CCN1C(=O)c2ccccc2NC1c1ccc(N(C)C)cc1 (stereo unspecified)
    i	1.1	0.5%	34%	0.1%	7%	9%	-3.4	1154	i	32	-2	-10
- COc1ccc(-c2coc3cc(OC)cc(O)c3c2=O)cc1
    i	1.9	1.8%	8%	/	-5%	-4%	4.3	1325	i	38	-2	21
- O=C(C[n+]1cc(-c2ccccc2)n2c1CCCCC2)c1ccc(Br)cc1
    i	0.7	-0.7%	16%	-1.8%	6%	3%	-0.1	1487	i	48	9	-10
- O=C(O)C1=C[C@H](c2ccc(C(F)(F)F)cc2)C[C@H](OCCCCO)O1
    i	1.7	0.8%	4%	0.4%	4%	/	/	/	/	/	/	/
- O=C(COC(=O)c1ccc(Br)o1)Nc1ccc(S(=O)(=O)N2CCCC2)cc1
    i	0.4	0.6%	2%	-0.4%	6%	4%	-0.7	1035	i	28	-17	-8
- COc1ccc(CCNc2cc(-c3ccccc3)nc3ncnn23)cc1
    i	1.1	-1.0%	2%	/	9%	1%	1.3	1324	i	4	-14	-22
- CC1Cc2nc(SCC(=O)N3CCN(c4ccccc4)CC3)n(CCc3ccccc3)c(=O)c2S1 (stereo unspecified)
    ?	/	12%	8%	1.1%	4%	-3%	-2.0	1065	i	44	3	9

4 entries from above, with tabs.
Structure	Myeloid diff MLP	Myeloid diff MLP GFP+ MAC1+ %	RSV antiviral HEp-2	SV40 large T antigen	West Nile antiviral	MgcRacGAP inhibition	PhoP inhibition	bCat nuc transl	bCat nuc transl cell count 5 µM	T cell HTS	T cell HTS vesicle-bound %	WT yeast gro inh	WT yeast gro inh mutant strain
COc1ccc(-c2coc3cc(OC)cc(O)c3c2=O)cc1	i	1.9	1.8%	8%	/	-5%	-4%	4.3	1325	i	38	-2	21
O=C(C[n+]1cc(-c2ccccc2)n2c1CCCCC2)c1ccc(Br)cc1	i	0.7	-0.7%	16%	-1.8%	6%	3%	-0.1	1487	i	48	9	-10
O=C(O)C1=C[C@H](c2ccc(C(F)(F)F)cc2)C[C@H](OCCCCO)O1	i	1.7	0.8%	4%	0.4%	4%	/	/	/	/	/	/	/
O=C(COC(=O)c1ccc(Br)o1)Nc1ccc(S(=O)(=O)N2CCCC2)cc1	i	0.4	0.6%	2%	-0.4%	6%	4%	-0.7	1035	i	28	-17	-8

Compound activity deposited in PubChem BioAssay by several laboratories.
